# Screening data as filed in PubChem.
# NPR1 activator – GC-A (human) enzyme activation; P16066; HEK293 GC-A cells, cGMP TR-FRET, EC30 ANP; 0% at EC30 ANP, 100% saturating ANP; activation, % at 10 µM; actives 0.14% (n = 370,000); in the data active means activation above about 40%
# Target sequence (P16066 whole entry, looked up): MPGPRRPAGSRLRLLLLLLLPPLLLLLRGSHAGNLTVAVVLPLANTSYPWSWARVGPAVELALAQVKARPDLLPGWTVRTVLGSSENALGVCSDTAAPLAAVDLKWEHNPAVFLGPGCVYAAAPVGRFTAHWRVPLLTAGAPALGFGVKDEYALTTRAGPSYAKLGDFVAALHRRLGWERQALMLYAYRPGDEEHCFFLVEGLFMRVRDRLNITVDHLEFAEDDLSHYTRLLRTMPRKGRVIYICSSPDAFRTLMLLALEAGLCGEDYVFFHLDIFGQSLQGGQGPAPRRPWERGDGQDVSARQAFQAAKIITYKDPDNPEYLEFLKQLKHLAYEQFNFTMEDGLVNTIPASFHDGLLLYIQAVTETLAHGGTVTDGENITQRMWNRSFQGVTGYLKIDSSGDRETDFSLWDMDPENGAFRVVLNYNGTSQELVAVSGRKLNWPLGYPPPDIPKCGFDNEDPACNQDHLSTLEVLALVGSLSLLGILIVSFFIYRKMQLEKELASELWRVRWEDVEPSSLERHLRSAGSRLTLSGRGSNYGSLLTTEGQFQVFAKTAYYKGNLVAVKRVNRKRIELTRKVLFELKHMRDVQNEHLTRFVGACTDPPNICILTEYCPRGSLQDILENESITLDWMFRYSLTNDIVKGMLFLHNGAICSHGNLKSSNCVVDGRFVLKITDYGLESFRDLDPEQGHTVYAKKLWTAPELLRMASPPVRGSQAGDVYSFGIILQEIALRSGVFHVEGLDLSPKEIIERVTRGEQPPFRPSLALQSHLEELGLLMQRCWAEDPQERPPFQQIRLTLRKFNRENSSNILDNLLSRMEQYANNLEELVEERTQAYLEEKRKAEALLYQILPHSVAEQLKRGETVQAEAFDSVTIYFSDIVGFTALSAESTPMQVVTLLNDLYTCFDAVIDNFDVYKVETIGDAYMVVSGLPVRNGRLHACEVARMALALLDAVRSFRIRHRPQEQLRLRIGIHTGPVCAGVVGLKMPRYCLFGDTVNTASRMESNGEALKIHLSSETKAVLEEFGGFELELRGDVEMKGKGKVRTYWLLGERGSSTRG
# hcDAF-12 act – activates DAF-12 receptor from parasite H. contortus | HEK293 hcDAF-12 lit1-tk-luc reporter, luminescence; 0% DMSO, 100% Δ7-dafachronic acid | activation, % at 6.8 µM | actives 1.4% (n = 370,000);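 active means activation above the mean of all tested compounds plus 3 SD, cut at about 5.5% in these data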;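 further: 100% = response to 3 µM Δ7-dafachronic acid high control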
# ssDAF-12 act – activators of S. stercoralis DAF-12 nuclear receptor; HEK293 ssDAF-12/GRIP1 lit1-tk-luc reporter, luminescence; % of 3 µM dafachronic acid response; activation, % at 6.8 µM; actives 1% (n = 370,000);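 active means activation above the mean over all tested compounds plus 3 SD, cut at about 0.9% in these data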;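 further: 0% = DMSO-only wells and 100% = 3 µM delta7-dafachronic acid wells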
# ADAM10 inh – ADAM10 inhibition, QFRET primary screen; O14672; recombinant ADAM10, EDANS/DABCYL FRET peptide cleavage, 3 h; inhibition, % at 7 µM; actives 0.62% (n = 370,000); AID 720582;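 active means inhibition above a per-campaign cutoff equal to the mean of compounds falling between control-based bounds plus 3 SD, cut at about 20% in these data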;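 further: 0% = DMSO wells while the 100% control is not disclosed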
# DAX1 inh-1 – NR0B1 (DAX1) inhibition. P51843. AID 504766. actives 0.99% (n = 340,000). HEK293 Gal4-DAX1 luciferase reporter, luminescence. inhibition, % at 6.75 µM;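 active means inhibition above the mean over all tested compounds plus 3 SD, cut at about 4.2% in these data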;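 further: 0% = DAX1-transfected cells with DMSO and 100% = empty-vector control cells with DMSO; inhibition shows as a rise in luminescence from relieved DAX1 repression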
# DAX1 inh-2 – inhibitors of DAX1 repression of SF-1 activated StAR promoter; HEK293T StAR-luciferase reporter, SF-1/DAX-1 repression relief; inhibition, % at 6.8 µM; actives 1.1% (n = 370,000); AID 652010;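 active means inhibition above the mean over all tested compounds plus 3 SD, cut at about 3.6% in these data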;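 further: 0% = DAX-1 cells with DMSO and 100% = cells lacking DAX-1 with DMSO; higher inhibition means more luminescence from relief of DAX-1 repression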
# FXN GAA850 act – increases GAA850 frataxin promoter reporter activity | HEK293 lucGAA850 FXN promoter luciferase reporter, 24 h; percent of 10 µM SAHA response | activation, % at 6 µM | actives 0.56% (n = 360,000);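 active means activation above the average of all compounds screened plus 3 SD, cutoff fixed separately per campaign, cut at about 7.5% in these data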;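 further: 0% = DMSO wells and 100% = 10 µM SAHA wells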
# GC-B act – GC-B (human) receptor activation; HEK293-GC-B cells, CNP EC30, cGMP TR-FRET; 0% at EC30 CNP, 100% saturating CNP; P20594; activation, % at 10 µM; actives 0.11% (n = 370,000);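 active means activation at 10 µM reaching about 35% in either raw or pattern-adjusted values, limit read from the data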
# sPLA2-III inh – Blocks human group III sPLA2 activity. Q9NZ20. QFRET BODIPY PC-A2 liposome hydrolysis, fluorescence. inhibition, % at 12.2 µM. actives 0.56% (n = 370,000). AID 743126;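 active means inhibition above mean plus 3 SD of compounds lying within the high and low control bounds, cut at about 19% in these data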;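 further: 0% = median of test compound wells and 100% = no enzyme DMSO wells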
# SMARCA2 activ – increases SMARCA2 function in MMTV reporter cells; actives 1% (n = 370,000); MG213 cells, MMTV-luciferase reporter, dexamethasone, overnight; activation, % at 9.1 µM; in the data active means activation above about 7.8%;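 further: 0% = vehicle wells and 100% = reference activator wells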
# hgDAF-12 ag – activates the H. glycines DAF-12 receptor ligand-binding domain; HEK293 GAL4-hgDAF12 UAS-luciferase reporter, agonist luminescence; normalized to butyrate control; activation, % at 6.8 µM; actives 1.8% (n = 370,000); AID 687014;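 active means activation above a cutoff set at the mean of all screened compounds plus 3 SD, cut at about 10% in these data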;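 further: 0% = DMSO wells and 100% = sodium butyrate wells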
# Starred values were filed as active, the others as inactive; i = inactive; . = no result given.
SMILES,NPR1 activator,hcDAF-12 act,ssDAF-12 act,ADAM10 inh,DAX1 inh-1,DAX1 inh-2,FXN GAA850 act,GC-B act,sPLA2-III inh,SMARCA2 activ,hgDAF-12 ag
CCc1nnc(NC(=O)c2ccc(N(C)S(=O)(=O)c3ccccc3)cc2)s1,1,-2.1,-0.9,8,0.5,-0.1,-1.5,-5,5,-1,-2.6
Cc1ccc(N(CC(=O)NCCSCc2ccco2)S(=O)(=O)c2ccc(C)cc2)cc1,-4,-0.6,-1.3,9,-1.6,-0.3,-3.4,-4,-16,-2,-3.0
CC1=C(C(=O)NCCN2CCOCC2)C2(CCC(C)CC2)OC1=O (configuration not stated),2,-0.4,-1.3,-1,-1.2,0.8,-0.1,2,2,1,-3.5
O=C(Cn1ncc2c1-c1ccccc1OC2)N(Cc1ccco1)C1CCCCC1,-7,-0.4,-1.0,-2,0.7,-0.7,0.8,-3,-14,2,-1.2
CC(Oc1ccccc1)C(=O)N1CCN(c2ncccn2)CC1 (configuration not stated),2,-2.0,-1.2,-12,0.8,1.1,-1.4,5,2,-2,0.2
CC1CCCCC1NC(=O)c1cc(S(=O)(=O)N2CCOCC2)ccc1Cl (configuration not stated),2,-1.2,-1.3,-18,-1.2,-0.5,1.3,-3,14,-4,1.2
COc1ccccc1/C=C(\NC(=O)c1cccc(C)c1)C(=O)Nc1ccccn1,4,-1.9,-1.0,-40,0.3,0.1,0.8,-1,-2,0,-0.2
C/C(=N\OC(=O)NC1CCCCC1)c1sc(-c2ccccc2)nc1C,2,-0.1,-1.4,16,0.8,0.8,0.8,1,-5,1,8.6
O=C(COC(=O)C1=COCCO1)Nc1ccccc1Oc1ccccc1,5,-2.4,-0.8,6,2.6,-0.1,6.6,-3,-3,-1,-0.6
COc1ccc(-c2nnc(NC(=O)CS(=O)(=O)c3ccc(F)cc3)o2)c(OC)c1,1,4.2,-0.8,-3,1.3,1.9,-0.5,1,1,3,4.2
COc1ccccc1NC(=O)CCCCCN1C(=O)c2cccc([N+](=O)[O-])c2C1=O,2,-0.2,-1.5,1,0.1,0.0,0.4,1,-3,-2,1.3
O=C(O)c1cc2c(cc1NC(=O)C1CCCC1)OCCO2,-1,0.3,-1.1,-11,0.9,-0.6,-0.4,-6,-4,-1,1.0

# Ordered by formula weight (low to high): some entries from above.
SMILES,NPR1 activator,hcDAF-12 act,ssDAF-12 act,ADAM10 inh,DAX1 inh-1,DAX1 inh-2,FXN GAA850 act,GC-B act,sPLA2-III inh,SMARCA2 activ,hgDAF-12 ag
O=C(O)c1cc2c(cc1NC(=O)C1CCCC1)OCCO2,-1,0.3,-1.1,-11,0.9,-0.6,-0.4,-6,-4,-1,1.0
COc1ccccc1/C=C(\NC(=O)c1cccc(C)c1)C(=O)Nc1ccccn1,4,-1.9,-1.0,-40,0.3,0.1,0.8,-1,-2,0,-0.2
Cc1ccc(N(CC(=O)NCCSCc2ccco2)S(=O)(=O)c2ccc(C)cc2)cc1,-4,-0.6,-1.3,9,-1.6,-0.3,-3.4,-4,-16,-2,-3.0

# More records
SMILES,NPR1 activator,hcDAF-12 act,ssDAF-12 act,ADAM10 inh,DAX1 inh-1,DAX1 inh-2,FXN GAA850 act,GC-B act,sPLA2-III inh,SMARCA2 activ,hgDAF-12 ag
Cc1cccc(NC(=S)NNC(=O)c2csc(C)c2)c1,4,0.8,0.2,10,1.5,2.4,4.8,7,27*,9.2*,4.3
FC(F)(F)c1ccc(-c2cccc3c2C2CC3CCN2Cc2ccc3c(c2)OCO3)cc1 (configuration not stated),-1,-0.4,-1.1,1,.,1.2,.,5,1,-4,6.3
O=C(NN=Cc1ccc2c(c1)OCO2)c1ccccc1,3,6.0*,0.7,-9,3.2,5.3*,3.3,-2,-2,11*,9.6
CCC(CO)N=CC1=C(O)CC(C)(C)CC1=O (configuration not stated),-1,0.4,-1.2,9,-0.1,1.4,-0.1,6,6,2,0.4
Cn1cccc1/C=C1\CCc2ccccc2C1=O,1,10*,0.5,-19,-3.8,3.0,-1.9,-1,4,-1,9.9
O=C1C(=O)N(CCN2CCOCC2)C(c2ccccc2F)/C1=C(\O)c1ccc(S(=O)(=O)N2CCOCC2)cc1 (configuration not stated),-3,0.0,-0.7,2,2.4,-0.4,2.2,-5,-4,0,0.2
O=C(COc1ccc2ccc(=O)oc2c1)Nc1cccnc1,-2,1.3,-0.5,-148,0.6,-0.6,-0.2,-9,9,1,1.5
CCN1C(N(C)C)=NC[C@@H]1Cc1ccccc1,1,0.4,-1.2,1,-0.8,0.4,-0.5,-2,4,1,0.3
COc1ccc(-c2cc(=O)oc3cc(OCC(=O)N[C@@H](Cc4c[nH]c5ccccc45)C(=O)O)ccc23)cc1,6,4.4,-1.0,-21,2.6,-0.4,1.9,-3,-100,0,-0.8
Cc1ccc(S(=O)(=O)Nc2cc(C)nn2-c2ccccc2)cc1,2,0.0,-1.1,4,-1.1,0.4,0.8,4,-9,-1,3.8
CC(=O)C1=C(O)C(=O)N(c2nccs2)C1c1ccccc1 (configuration not stated),2,-1.2,-1.1,-6,0.7,1.3,-1.3,-2,1,0,0.5
CC(=O)Nc1ccc(S(=O)(=O)N(CC(=O)Nc2cc(C)on2)Cc2ccc(F)cc2)cc1,-4,-0.3,-1.6,7,-0.9,-0.4,-1.3,3,-7,1,0.3
Cc1ccc(NC(=S)Nc2ccccn2)c(C)c1,0,7.2*,0.8,-7,1.1,1.4,4.5,1,13,4,6.8
O=C(NCc1ccncc1)Nc1ccc2c(c1)OCO2,0,-0.6,-1.3,4,1.7,0.2,1.7,-2,4,3,1.6
O=C(NN=C1CCCCCCCCCCC1)c1cccnc1,-3,0.4,-1.5,-1,1.1,0.5,0.2,1,0,2,1.8
O=C(c1cc(-c2cccnc2)nc2ccccc12)N1CCCc2ccccc21,-11,-1.6,-1.9,6,0.9,-0.4,1.8,-7,-3,1,-0.6
CCOC(=O)c1nc(-c2ccc(OC)c(OC)c2)no1,-1,-0.6,-1.4,0,0.4,0.7,-0.3,-3,5,-3,0.7
CC(NS(=O)(=O)c1ccc2c(c1)OCCCO2)C(=O)O (configuration not stated),-4,-1.5,-0.5,-3,0.2,-0.1,4.7,5,10,0,-1.6
O=C(Nc1ccc(S(=O)(=O)N2CCOCC2)cc1)c1ccco1,2,-1.7,-0.6,-10,-1.2,-1.2,1.0,7,6,-2,-1.9
Cn1cccc1CC(=O)N/N=C\c1c2ccccc2cc2ccccc12,-4,-1.9,-1.5,-2,1.3,0.1,-0.2,-2,-8,-1,2.4
CC(NC(=O)C(=O)Nc1nccs1)c1ccccc1 (configuration not stated),-3,1.8,-0.8,-4,0.6,0.1,1.1,1,-7,-2,0.7
Cc1ccccc1CN1CCCCC(NC(=O)C(C)(C)C)C1=O (configuration not stated),-1,-1.1,-1.1,2,.,-1.1,.,3,5,-2,-1.6
O=C1c2cccc3cccc(c23)C(=O)N1CCCCCc1n[nH]c(=S)o1,-2,-1.4,-1.2,-49,2.0,0.2,0.2,-3,12,-3,-1.2
COc1ccc(CCNC(=O)Cn2cnc3scc(-c4ccccc4)c3c2=O)cc1OC,-4,-1.3,-1.0,6,0.1,-0.3,-0.8,1,-1,4,0.3
C=CCn1c(SCC(=O)Nc2ccccc2-c2ccccc2)nnc1-c1ccc(Cl)cc1,-8,-1.0,-1.5,16,.,-0.6,.,3,-11,-7,0.3
COc1ccc2[nH]c(=O)c3c(c2c1)OC(C)(C)C=C3,3,-3.1,-2.0,-234,-2.6,-1.3,-2.5,3,-8,-5,10
Cc1ccc(-c2c3c(=O)n(C)c(=O)n(C)c3cn2Cc2cccnc2)cc1,1,-0.5,-1.3,-10,0.0,0.1,0.9,-5,-2,0,-0.7
O=C(O)c1ccc(/C=N/Nc2ccc(F)cc2F)cc1,9,9.8*,2.5*,-3,-1.1,12*,3.9,1,1,11*,21*
Nn1c(SCC(=O)NC2CCCCC2)nnc1-c1ccccc1,4,0.1,-0.9,8,-0.2,-0.2,1.9,-3,3,0,1.9
Cn1cc([N+](=O)[O-])c(C(=O)Nc2ccc3nc(-c4ccccc4)[nH]c3c2)n1,6,1.0,-1.2,-123,1.5,1.0,1.7,14,-9,6,7.3
CCCCCCCCN1CC(Cc2cc3ccccc3c3ccccc23)N(c2ccccc2)c2ccccc2C1=O (configuration not stated),3,-0.4,-0.6,5,.,-1.1,.,0,-6,-2,0.3
Cc1ccccc1-c1nc(NC(C)C)nc2ccsc12,2,0.3,-2.2,i,.,-0.5,0.0,3,-12,0,-0.6
COC(=O)c1ccc(S(=O)(=O)N2CCC(NC(=O)CCC3CCCC3)CC2)cc1,0,0.3,-1.8,-2,.,-0.1,.,2,-3,-2,-2.2
CCOc1ccc(S(=O)(=O)NCCC(=O)NCCOc2ccccc2OC)cc1,1,0.3,-1.6,-8,-0.5,-0.9,-0.4,-2,2,-2,-0.6
CCCn1c(N)c(C(=O)CSc2nc3ncc(Cl)cc3[nH]2)c(=O)n(C)c1=O,11,-0.1,-1.3,-10,-0.4,-0.3,-0.2,3,3,-1,0.8
CCCCn1c(N)c(N(CC)C(=O)c2cccc(OC)c2)c(=O)[nH]c1=O,0,-1.1,-2.0,2,1.1,0.3,1.6,-2,-2,-4,-0.8
Cc1cccc(OCC(=O)Nc2ccc(S(=O)(=O)N3CCCC3)cc2)c1,-3,-1.1,-0.5,-3,-0.3,-1.0,-0.2,6,-15,-1,-0.5
O=C(NCC(=O)N1CCC(Cc2ccccc2)CC1)c1ccc(Cl)cc1,-1,-0.4,-1.3,-4,2.1,0.0,-2.4,2,-4,-3,-2.0
Cc1ccccc1OCC(=O)Nc1nnc(S(=O)(=O)N2CCCC2)s1,12,-0.2,-1.5,-11,-0.7,-0.1,0.4,-3,-26,1,-0.7
CS(=O)(=O)N1CCC(Oc2ccccc2C(=O)N2CCCCC2CO)CC1 (configuration not stated),1,-0.3,-1.8,-5,-1.0,-0.7,1.1,1,-2,-1,0.3
CCOC(=O)[C@]12CCCC=C1N(CCc1ccc(OC)c(OC)c1)C(=O)[C@H](CC(=O)NCCCN1CCCC1=O)C2,4,-1.5,-0.6,-2,.,0.2,.,6,8,-7,1.5
O=C(CCCCCN1C(=O)c2ccccc2C1=O)Nc1ccc2c(c1)OCCO2,-3,-2.2,-0.9,3,-1.8,-1.1,-1.4,-7,-4,-2,-0.1
COc1ccccc1CN1CCNC(=O)C1CC(=O)N(C)C1CCOCC1 (configuration not stated),3,0.0,-0.9,-28,0.5,-0.3,-0.1,7,-4,-3,0.1
COc1cc(NC(=O)CN2CCCCC2C)c(C)cc1[N+](=O)[O-] (configuration not stated),0,-0.2,-1.2,11,-0.5,-0.3,2.9,-1,7,-3,-0.2
CC(C)(C)c1csc(Sc2ccc([N+](=O)[O-])cn2)n1,2,-1.6,-1.8,3,-2.6,-0.8,0.2,-4,-2,-1,1.1
COCCCN1C(=O)C(CC(=O)NCc2ccco2)CC(C(=O)N2CCOCC2)=C1C (configuration not stated),0,-0.8,-0.7,-9,0.2,-0.9,0.7,5,21*,-2,-0.5
Cc1cc(NC(c2cccnc2)c2ccc3cccnc3c2O)no1 (configuration not stated),1,-3.4,-1.5,3,-0.7,-1.6,-4.1,3,17,-1,-8.3
O=C(CCNS(=O)(=O)c1cccc2nsnc12)NCc1ccco1,-3,-1.4,-0.2,6,0.0,0.1,2.3,-1,-1,-2,-1.9
